From PubChem BioAssay
HP1b chromo inh = blocks HP1-beta chromodomain binding to methylated histone tails. AlphaScreen HP1-beta / biotin-H3K9me3 peptide binding. P83916. Potency, µM (series often up to 114 µM), for inactives: at the top dose activity change, negative = inhibition, hits mostly inhibitors. 390,000 compounds, 0.56% hits; note: potency is the fitted concentration of half-maximal effect; nearly all actives have a fitted effect of over 70% in size; inactives centre near 23
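Compound inhibition of the preformed complex between 50 nM HP1-beta and 50 nM biotinylated H3K9me3 peptide was read by AlphaScreen. Buffer was PBS pH 7.4 with 0.01% Tween-20. Incubations ran 30 min at room temperature, with 10 ug/mL donor/acceptor beads.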
BAZ2B block = BAZ2B (human) inhibition; AlphaScreen BAZ2B-H3K14Ac peptide displacement; AID 504333; Q9UIF8; Potency, µM (top dose mostly 114 µM), for the others: at the top dose activity change, negative = inhibition, usual class: inhibitors; 360,000 compounds, 4.4% hits; note: potency is the fitted concentration of half-maximal effect; % is set by controls: 0 for no effect and ±100 for the full control effect; nearly all actives have a fitted effect of over 60% in size
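AlphaScreen displacement: compounds (up to 110uM) incubated 30 min at room temperature with a preformed 50 nM BAZ2B/50 nM biotinylated H3K14Ac peptide complex in PBS pH 7.4 with Tween-20. Donor and acceptor beads at 10 ug/mL final added, 20 min light-protected before reading.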
ALOX12 inh = blocks human arachidonate 12S-lipoxygenase; P18054; purified 12hLO, xylenol orange hydroperoxide absorbance; Potency, µM (series often up to 108 µM), for inactives: at the highest dose activity change, negative = inhibition, most hits filed as inhibitors; 580,000 compounds, 1.1% hits; AID 1671190; note: potency is the fitted concentration of half-maximal effect; % is set by controls: 0 for no effect and ±100 for the full control effect
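Purified human 12hLO (150 nM final) in 25 mM Hepes, 0.01% Triton X-100, pH 7.0 was preincubated 15 min at room temperature with compound. Then 40 uM arachidonic acid was added, 30 min. Hydroperoxide was read by Fe-XO absorbance ratio 573/405 nm.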
G9a inh = blocks human histone lysine methyltransferase G9a. Q96KQ7. G9a H3K9 monomethylation, AlphaScreen, 2 h. Potency, µM (highest dose often 102 µM), inactives show at the highest dose activity, negative = inhibition, actives largely listed as inhibitors. 350,000 compounds, 8.8% hits; note: potency is the fitted concentration of half-maximal effect; % is set by controls: 0 for no effect and ±100 for the full control effect; nearly all actives have a fitted effect of over 75% in size
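Chemiluminescent proximity detection of H3K9 monomethylation, read after 10 min bead incubation in the dark. Reaction: 20 nM G9a, 500 nM biotin-H3K9 peptide, 20 uM SAM cofactor, 2 h, room temperature, following 15 min enzyme-compound preincubation.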
ERG-DNA inh = blocks human ERG Ets domain binding to DNA; 370,000 compounds, 0.028% hits; Potency, µM (top dose mostly 76.9 µM), inactives show at the highest dose FP activity, negative = inhibition, actives largely listed as inhibitors; fluorescence polarization, His-ERG Ets domain / labelled DNA; P11308; active = well fitted inhibition curve with a large enough effect in the polarisation, with a control signal flat; inconclusive = small, poorly fitted or top-dose-only effect, or effect the other way, or a change in a side signal; inactive = no such curve, though single readings can be large or run the other way; the % refers to the polarisation;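 note: polarization taken with two DNA probes labelled with fluorescein and Texas red; potency is the fitted concentration of half-maximal effect; % of control where 0% means no effect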
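His-tagged ERG Ets domain (1 uM in the protein solution; 300mM KCl, 50mM Tris-HCl, 1mM EDTA, 1mM DTT, pH 7.5) received compound, then a probe mix of 5 nM fluorescein-DNA and 100nM Texas-615-DNA. Fluorescence polarization was read for both dyes.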
PI4K2A block = blocks human PI4K2A kinase activity; purified PI4K2A, ADP-Glo luminescence, 1 h; hits give low values; 420,000 compounds, 0.13% hits; activity change, negative = inhibition, % at 76.9 µM; Q9BTU6; in the data active = activity change below about -50%; inconclusive = mostly about -30% to -49%;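 note: -100% = wells without enzyme as full effect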
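ADP-Glo luminescence measured ADP generated by PI4K2A enzyme (4 ug/mL before mixing) with 1.2 mM PI substrate (pre-mix) and 300 microM ATP (pre-mix). Tris pH7.5 buffer with MgCl2, Triton X-100; 1 h reaction at ambient temperature.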
GLS inh = glutaminase GLS (human) inhibition. O94925. GLS enzymatic activity, qHTS titration. Potency, µM (highest dose often 45.5 µM), for the others: at the highest dose activity change, negative = inhibition, usual class: inhibitors. 410,000 compounds, 0.21% hits. AID 624170; note: potency is the fitted concentration of half-maximal effect; % is set by controls: 0 for no effect and ±100 for the full control effect
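Enzyme dispensed in phosphate buffer (45 mM, pH 8.2, 0.02% Tween-20), compounds pinned in, then 1 mM L-glutamine solution and the glutamate oxidase–HRP–Amplex Red mix added; fluorescence read immediately and again after 30 min at room temperature.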
RGS4 inhibitor = inhibitors of human regulator of G protein signaling 4 | 390,000 compounds, 0.039% hits | P49798 | AID 504845 | Transcreener GDP fluorescence polarization, RGS4-accelerated GTP hydrolysis | Potency, µM (series often up to 114 µM), inactives show at the top dose activity change, negative = inhibition, actives largely listed as inhibitors; note: potency is the fitted concentration of half-maximal effect; % is set by controls: 0 for no effect and ±100 for the full control effect; nearly all actives have a fitted effect of over 75% in size; some results filed as inactive show a strong effect at the top dose
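MLSMR compounds (23 nl, pin-transferred) preincubated 10 min at room temperature with a 500nM (2x) first reagent, then RGS4 at 900nM (2x) plus Transcreener GDP mix added; fluorescence polarization (620/688 nm) read before and after 90 min at 30 °C.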
JMJD2A Tudor inh = blocks the human JMJD2A Tudor domain | O75164 | AlphaScreen JMJD2A-Tudor / H3K4me3 peptide binding | Potency, µM (highest dose often 114 µM), for the others: top-dose activity change, negative = inhibition, hits mostly inhibitors | 390,000 compounds, 4.4% hits | AID 504339; note: potency is the fitted concentration of half-maximal effect; % is set by controls: 0 for no effect and ±100 for the full control effect; nearly all actives have a fitted effect of over 50% in size
* marks the source's active call; other numbers are inactive results; [ ] = another dose, or the depositor's remark. Unless noted, calls come from the whole dose curve; as a rule, active = well fitted curve in the direction sought with a large enough effect; inconclusive = small, poorly fitted or top-dose-only effect, or another doubt; inactive = no such curve, though single readings can be large; an effect the other way counts as inactive or inconclusive.

How did C=CCOc1ccc(C(=O)N(Cc2ccc(N(C)C)cc2)C2CCS(=O)(=O)C2)cc1 (stereo unspecified) do in these assays?
HP1b chromo inh: -21%; BAZ2B block: inconclusive; ALOX12 inh: 0%; G9a inh: 50µM*; ERG-DNA inh: -2%; PI4K2A block: 0; GLS inh: 1%; RGS4 inhibitor: -8%; JMJD2A Tudor inh: inconclusive

What do the screens show for `COc1ccc(C)cc1S(=O)(=O)N(CC(=O)Nc1cccc([N+](=O)[O-])c1)c1ccc(C)cc1`?
HP1b chromo inh: inconclusive; BAZ2B block: inconclusive; ALOX12 inh: -9%; G9a inh: inconclusive; ERG-DNA inh: 5%; PI4K2A block: 1; GLS inh: 1%; RGS4 inhibitor: -4%; JMJD2A Tudor inh: -27%

How did O=NN(CCc1ccncc1)c1ccc(OCc2ccccc2)cc1 do in these assays?
HP1b chromo inh: 25%; BAZ2B block: -36%; ALOX12 inh: inconclusive; G9a inh: -34%; ERG-DNA inh: 8%; PI4K2A block: 2; GLS inh: -15%; RGS4 inhibitor: -4%; JMJD2A Tudor inh: -15%

What do the screens show for `O=C(O)c1ccc(N/N=C/c2ccc(-c3ccccc3Cl)o2)cc1`?
HP1b chromo inh: 1%; BAZ2B block: -31%; ALOX12 inh: inconclusive; G9a inh: 56µM*; ERG-DNA inh: -4%; PI4K2A block: 0; GLS inh: -10%; RGS4 inhibitor: -33%; JMJD2A Tudor inh: -11%

Results for COc1ccccc1CCNC(=O)Cc1c(C)c2cc3c(C(C)(C)C)coc3c(C)c2oc1=O ?
HP1b chromo inh: 32%; BAZ2B block: -20%; ALOX12 inh: -23%; G9a inh: -30%[59 µM]; ERG-DNA inh: 3%; PI4K2A block: 5; GLS inh: -9%; RGS4 inhibitor: 11%; JMJD2A Tudor inh: -22%

What do the screens show for `CNC1CCc2cc(OC)c(OC)c(OC)c2-c2ccc(SC)c(=O)cc21` (stereo unspecified)?
HP1b chromo inh: 17%; ALOX12 inh: -27%; ERG-DNA inh: -15%; PI4K2A block: -3; GLS inh: 0%; RGS4 inhibitor: -1%; JMJD2A Tudor inh: -12%

What do the screens show for `CC(C)S(=O)(=O)c1csc(NC(=O)Nc2cccc([N+](=O)[O-])c2)c1Cl`?
HP1b chromo inh: 16%; BAZ2B block: -36%; ALOX12 inh: 3%; G9a inh: 3%; ERG-DNA inh: 13%; PI4K2A block: 3; GLS inh: -1%; RGS4 inhibitor: 1%; JMJD2A Tudor inh: inconclusive

Results for COc1ccc(NC(=S)N2CCCC2)c(OC)c1 ?
HP1b chromo inh: 36%[activator]; BAZ2B block: -1%; ALOX12 inh: -6%; G9a inh: -9%; ERG-DNA inh: -9%; PI4K2A block: -13; GLS inh: 31%[activator]; RGS4 inhibitor: 22%; JMJD2A Tudor inh: -8%

How did Cc1ccc(-c2nc(CC(=O)Nc3cccc(S(=O)(=O)NC4=NCCC4)c3)cs2)cc1 do in these assays?
HP1b chromo inh: 20%; BAZ2B block: 5%; ALOX12 inh: -25%; G9a inh: -4%[12.7 µM]; ERG-DNA inh: -6%; PI4K2A block: 0; GLS inh: -1%; RGS4 inhibitor: 5%; JMJD2A Tudor inh: -16%

Results for O=C(COC(=O)c1ccc([N+](=O)[O-])o1)Nc1ncc(Cl)cc1Cl ?
HP1b chromo inh: -12%; ALOX12 inh: inconclusive; ERG-DNA inh: 0%; PI4K2A block: -6; GLS inh: -19%; RGS4 inhibitor: -17%; JMJD2A Tudor inh: -21%

How did CC(C)N(C(=S)Nc1ccc(S(=O)(=O)N2CCOCC2)cc1)c1ccccc1 do in these assays?
HP1b chromo inh: inconclusive; ALOX12 inh: -17%; ERG-DNA inh: -5%; PI4K2A block: -7; GLS inh: -20%; RGS4 inhibitor: 7%; JMJD2A Tudor inh: -28%

How did O=C(CN1C(=O)C2(SCC(=O)N2c2ccccc2)c2ccccc21)Nc1ccccc1C(F)(F)F (stereo unspecified) do in these assays?
HP1b chromo inh: 19%; BAZ2B block: 2%[57.1 µM]; ALOX12 inh: -26%; G9a inh: -6%[59 µM]; ERG-DNA inh: 2%; PI4K2A block: -4; GLS inh: -14%; RGS4 inhibitor: 14%; JMJD2A Tudor inh: -17%

How did Cc1cc(NC(=O)C2CC=CCC2C(=O)O)no1 (stereo unspecified) do in these assays?
HP1b chromo inh: 26%; BAZ2B block: -9%; ALOX12 inh: -12%; G9a inh: 16%[59 µM]; ERG-DNA inh: -7%; PI4K2A block: -2; GLS inh: -22%; RGS4 inhibitor: 21%; JMJD2A Tudor inh: -30%

What do the screens show for `CC(Cc1cccs1)NC(=O)Nc1ccc([N+](=O)[O-])cc1` (stereo unspecified)?
HP1b chromo inh: 8%; BAZ2B block: -25%; ALOX12 inh: -24%; G9a inh: -41%; ERG-DNA inh: 0%; PI4K2A block: -2; GLS inh: 14%; RGS4 inhibitor: 3%; JMJD2A Tudor inh: -35%

Results for O=C(CSc1nc2ccccc2s1)Nc1ccc(Cl)c(S(=O)(=O)N2CCOCC2)c1 ?
HP1b chromo inh: 17%; BAZ2B block: -23%; ALOX12 inh: -18%; G9a inh: inconclusive; ERG-DNA inh: 8%; PI4K2A block: -1; GLS inh: 1%; RGS4 inhibitor: -19%; JMJD2A Tudor inh: -15%

Results for COc1ccc(-c2c(C)oc3c(CN4CCOCC4)c(O)ccc3c2=O)cc1OC ?
HP1b chromo inh: 17%; BAZ2B block: 7%; ALOX12 inh: -3%; G9a inh: 45%; ERG-DNA inh: -2%; PI4K2A block: -1; GLS inh: 9%; RGS4 inhibitor: 29%; JMJD2A Tudor inh: -5%

How did Cc1ccc(S(=O)(=O)Nc2cc(C(=O)NCCN(C)C)ccc2N2CCCCC2)cc1 do in these assays?
HP1b chromo inh: 12%; BAZ2B block: 4%; ALOX12 inh: inconclusive; G9a inh: 3%[12.7 µM]; ERG-DNA inh: 0%; PI4K2A block: -2; GLS inh: 25%; RGS4 inhibitor: 10%; JMJD2A Tudor inh: -22%

Results for O=C(N/C(=C\c1ccco1)C(=O)N1CCOCC1)c1ccc([N+](=O)[O-])cc1 ?
HP1b chromo inh: -2%; BAZ2B block: 2%; ALOX12 inh: inconclusive; G9a inh: -3%; ERG-DNA inh: -2%; PI4K2A block: 2; GLS inh: 16%; RGS4 inhibitor: 24%; JMJD2A Tudor inh: -12%

How did CCCCCc1cc(OC)cc2c1C(=O)OC(C)(C)O2 do in these assays?
HP1b chromo inh: 193%[activator]; ALOX12 inh: 22%; ERG-DNA inh: -2%; PI4K2A block: -3; GLS inh: -7%; RGS4 inhibitor: -7%; JMJD2A Tudor inh: 122%[activator]

What do the screens show for `O=C(O)CCC(=O)N1N=C(c2ccco2)CC1c1cccs1` (stereo unspecified)?
HP1b chromo inh: 16%; BAZ2B block: inconclusive; ALOX12 inh: -6%; G9a inh: 1%; ERG-DNA inh: 2%; PI4K2A block: 5; GLS inh: -4%; RGS4 inhibitor: -13%; JMJD2A Tudor inh: -15%

What do the screens show for `O=c1cc(Cl)[nH]c(=O)n1CCNc1ncc(C(F)(F)F)cc1Cl`?
HP1b chromo inh: 29%; BAZ2B block: 0%; ALOX12 inh: 0%; G9a inh: -46%[12.7 µM]; ERG-DNA inh: -2%; PI4K2A block: -1; GLS inh: -1%; RGS4 inhibitor: -31%; JMJD2A Tudor inh: 2%

How did O=C(NCc1ccco1)c1cccc(S(=O)(=O)N2CCc3ccccc32)c1 do in these assays?
HP1b chromo inh: -19%; BAZ2B block: -18%; ALOX12 inh: -4%; G9a inh: 17%[59 µM]; ERG-DNA inh: -2%; PI4K2A block: -11; GLS inh: 10%; RGS4 inhibitor: -7%; JMJD2A Tudor inh: -15%

How did OC(c1ccc(Cl)cc1)c1nccc2ccccc12 (stereo unspecified) do in these assays?
HP1b chromo inh: 21%; BAZ2B block: -38%; ALOX12 inh: inconclusive; G9a inh: 40µM*; ERG-DNA inh: 3%; PI4K2A block: -3; GLS inh: -1%; RGS4 inhibitor: 12%; JMJD2A Tudor inh: -27%

How did CCOc1ccc(CCNC(=O)COC(=O)Cn2cnc3ccccc3c2=O)cc1OCC do in these assays?
HP1b chromo inh: 77%[activator]; BAZ2B block: -16%; ALOX12 inh: 9%; G9a inh: 0%; ERG-DNA inh: -10%; PI4K2A block: -8; GLS inh: 0%; RGS4 inhibitor: 12%; JMJD2A Tudor inh: -1%

Results for Cn1cc(C(=O)N/N=C/C2=C(N3CCOCC3)C(=C\c3ccccc3)/CC2)ccc1=O ?
HP1b chromo inh: 14%; BAZ2B block: -4%; ALOX12 inh: 2%; G9a inh: -9%[59 µM]; PI4K2A block: 3; GLS inh: 16%; RGS4 inhibitor: 6%; JMJD2A Tudor inh: -18%

This is a subset; the hit share may differ from the screen's.
